p53ts 39C kill: kills p53ts cells at the nonpermissive temperature; H1299-p53A138V viability at 39C, ATP luminescence, 24 h; Potency, µM (highest dose often 46.1 µM), without a hit: top-dose activity change, negative = cell killing, hits mostly cytotoxic; 130,000 tested, 1.5% active; AID 902; note: nearly all actives have a fitted effect of over 55% in size
IkB sig inh: IkB pathway inhibition in ABC-DLBCL cells; ABC-DLBCL IkBa-CBG/CBR dual luciferase ratio, 4 h; response scale: scaled: untreated 0%, proteasome inhibitor 100%; Potency, µM (titrated, usually from 57.1 µM), without a hit: at the top dose IkBa stabilization activation; 110,000 tested, 0.04% active; active = well fitted curve in the direction sought with a large enough effect in the signal ratio, not every such curve was filed as active; inconclusive = small, poorly fitted or top-dose-only effect, or a change in a side signal; the % refers to the signal ratio;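 note: the direction sought is a rising ratio; 0% = basal untreated cells and 100% = reference inhibitor full response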
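Curves were fitted separately to fusion (green), unfused (red) and ratio luminescence, then classed by r2, magnitude and activity. Cells: OCI-Ly3, 4 h compound plus doxycycline at 37C; 10 uM MG-132 defined full response.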
Imprint erasure: genomic imprint erasure induction; Potency, µM (doses to about 60.7 µM), for inactives: top-dose activity change, positive = activation, usual class: activators; mouse ES Peg3-LacZ reporter, beta-gal luminescence, 40 h; AID 1948; 110,000 tested, 0.02% active;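 note: 0% = negative control wells on the plate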
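Each well holds 300 Peg3LacZ-Neo (maternal) female ES cells incubated 40 h at 37C, 5% CO2. LacZ is measured by BetaGlo luminescence, with AC50 and maximum efficacy derived from dose-response curves.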
p53ts 32C tox: kills p53ts cells at the permissive temperature | Potency, µM (series often up to 46.1 µM), for inactives: at the highest dose activity change, negative = cytotoxicity, hits mostly cytotoxic | 130,000 tested, 0.93% active | H1299-p53A138V at 32C, ATP luminescence viability, 24 h | AID 924;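 note: 0% = DMSO and -100% = full killing by reference compound; nearly all actives have a fitted effect of over 55% in size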
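Cells: H1299 p53ts (A138V), 600/well, pre-incubated 16–30 h at 37C. Cpd up to 46 uM, 24 h, 32C. Readout: ATPlite luminescence, 20 min RT. Normalization: DMSO vs tamoxifen 100 uM. AC50 by Hill equation.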
The depositor's hits bear a star; u = inconclusive; x = no result given; & = joins results of further samples; [ ] = remark or other dose. Unless noted, calls come from the whole dose curve; as a rule, active = well fitted curve in the direction sought with a large enough effect; inconclusive = small, poorly fitted or top-dose-only effect, or another doubt; inactive = no such curve, though single readings can be large; an effect the other way counts as inactive or inconclusive. Unless noted, % is set by controls: 0 for no effect and ±100 for the full control effect; potency is the fitted concentration of half-maximal effect. Outcome played no part in choosing rows; overall some 1.7% were active at least once.

SMILES	p53ts 39C kill	IkB sig inh	Imprint erasure	p53ts 32C tox
CCN(CC)C(=O)CSc1nc(O)cc(=O)n1C	0.7%	0.1%	-4.9%	-0.4%
Cc1cc(C)nc(SCCn2c(N3CCCCC3)nc3c2c(=O)n(C)c(=O)n3C)n1	19.8%	-0.5%	-6.4%	-2.9%
CCOC(=O)N1CCC(NC(=O)c2ccc(CS(=O)(=O)c3c(Cl)cccc3Cl)o2)CC1	3.9%	0.9%	-16.6%	11.5%
CCc1ccc2oc(=O)cc(CN(C)Cc3ccccc3)c2c1	0.0%	0.8%	-18.9%	11.0%
O=C(NCCc1cn2ccccc2n1)C1CCCCC1	5.3%	2.7%	-13.0%	10.1%
COc1cc(OC)c(C(=O)COc2ncnc3ccccc23)c(OC)c1	-4.1%	0.0%	-11.4%	3.1%
Cc1cc(OCCCCCNCCO)cc(C)c1Cl	u	u	-30.0%	15.4%
CCOC(=O)N1CCC(NC(=O)C2CCN(S(=O)(=O)N3CCCC3)CC2)CC1	-5.4%	-0.6%	-2.9%	0.5%
COc1ccc(C(=O)N2CCN(C(C)=O)CC2)cc1S(=O)(=O)NCc1ccc(Cl)cc1	-12.2%	1.5%	-6.1%	3.8%
N#CC1(Nc2ccc(-c3ccc(NC4(C#N)CCCC4)cc3)cc2)CCCC1	16.1%[9.22 µM]	1.3%[11.4 µM]	6.0%[10.9 µM]	-1.3%[9.22 µM]
CC(C)c1ccc(NC(=O)C2CCN(S(C)(=O)=O)CC2)cc1	-1.4%	-1.9%	-7.7%	-1.6%
CNc1ncnc2c1ncn2[C@@H]1O[C@@H](CO)[C@H](O)[C@@H]1O	23.6%	4.6%	x	26.4%
Cn1c(=O)oc2cc(S(=O)(=O)N3CCC4(CC3)OCCO4)ccc21	4.2%	u	-3.0%	4.1%
COc1ccc(-c2csc(Cc3nnc4n3CCCCC4)n2)cc1	-1.1%	-0.7%	-17.7%	4.4%
Cc1noc(C)c1C(=O)NCc1cccs1	1.5%	1.9%	-9.4%	9.7%
O=C(CSC1=NCCS1)Nc1nc(-c2ccccc2)cs1	5.7%	u	-35.3%[inhibitor]	-12.8%
CCOc1cc2[nH]c(=S)n(CC3CCCN3CC)c(=O)c2cc1OCC (configuration not stated)	-3.7%	2.0%	-3.4%	-1.5%
CCOc1ccc(OCC)c(Nc2cc(C)nc3ncnn23)c1	-8.2%	10.3%	-11.7%	-2.3%
CCN(Cc1ccccc1)S(=O)(=O)c1ccc2c(c1)CCCN2C(C)=O	-10.9%	u	-8.3%[10.9 µM]	1.2%
O=C(CSc1nnc(-c2cccs2)o1)Oc1ccc(Cl)cc1	17.3%	0.7%	-12.3%[10.9 µM]	8.9%
CCC(C)(C(=O)NC1CCCC1)N(C(=O)c1ccccn1)c1ccccc1 (configuration not stated)	-5.5%	-0.1%	-12.0%	5.0%
CS(=O)(=O)N1CCN(c2ccccc2NC(=O)c2cccs2)CC1	1.8%	-3.3%	-7.0%	11.2%
CCn1c(=Nc2ccc(N3CCOCC3)cc2)ccc2ccccc21	12.0%	0.5%	-3.3%	0.7%
COc1ccc(-c2cc(N3CCCC3)n3ncnc3n2)cc1	-6.6%	1.9%	-13.0%	5.3%
CCOc1ccc(NC(=O)CSc2nnc(Cc3cccn3C)n2-c2ccc(F)cc2)cc1	-4.4%	1.0%	-18.4%	7.3%
The listing continues:
SMILES	p53ts 39C kill	IkB sig inh	Imprint erasure	p53ts 32C tox
O=c1[nH]c(SCCOc2ccccc2)nc2ccccc12	-1.1%	0.2%	-22.0%	2.7%
CCOc1ccc(NC(=O)Cn2c(=O)n(-c3cccc(OC)c3)c(=O)c3c4c(sc32)CCCC4)cc1	15.4%	4.4%	7.0%[10.9 µM]	8.5%
Cn1c(=O)c2c(nc(CN3CCOCC3)n2Cc2ccccc2)n(C)c1=O	-4.5%	0.3%	-4.1%	3.0%
CCOc1ccccc1CNC(=O)c1ccc(N2Cc3ccccc3Oc3ncccc32)s1	-11.8%	u	2.7%[10.9 µM]	9.2%
COC(=O)CCCC(=O)O	-9.3%[9.22 µM]	2.2%[11.4 µM]	u	-34.2%[9.22 µM]
COC(=O)c1cc(S(=O)(=O)N2CCOCC2)ccc1Sc1ccccc1N	-2.9%	2.7%	-11.0%	5.3%
Cc1ccc(C(=O)NC(c2ccccc2)C(Cl)Cl)cc1 (configuration not stated)	-5.3%	x	x	u
CCn1c(CNc2ccccc2Cl)nnc1SCC(=O)NCc1ccccc1	-2.4%	1.0%	x	-11.3%
CCOC(=O)c1[nH]c(C)c(CCC(=O)NCc2ccc(OCC)cc2)c1C	-16.9%	-0.1%	21.2%[10.9 µM]	-3.9%
COc1cc(NC(=O)C2CCN(S(=O)(=O)c3ccc(Cl)cc3)CC2)ccc1-n1cnnn1	3.1%	1.8%	-12.8%	11.9%
CC(C)(C)NC(=O)Cn1c(SCC(=O)NC2CCCCC2)nc2ccccc21	-17.5%	0.4%	0.1%	8.2%
CCOC(=O)CN1CC23C=CC(O2)C(C(=O)Nc2ccc(OCC)cc2)C3C1=O (configuration not stated)	8.4%	-1.6%	4.5%	5.8%
COc1ccc(NC(=O)C2CCCCN2N)cc1OC (configuration not stated)	22.8%	x	x	8.6%
Cc1ccc(C(C(=O)NC2CCCCC2)N(Cc2cccnc2)C(=O)C2COc3ccccc3O2)o1 (configuration not stated)	13.1%	u	-5.8%	3.7%
COC(=O)C1=C(N)Oc2cc(C)[nH]c(=O)c2C1c1cc(OC)c(OC)c(OC)c1 (configuration not stated)	3.7%	-1.4%	-2.4%	-2.1%
COCCN1CCn2c(nc3cc(NC(=O)NC4CCCCC4)ccc32)C1	-16.9%	-3.6%	-15.4%	-25.8%
CCN(C1CCS(=O)(=O)C1)S(=O)(=O)c1cccs1 (configuration not stated)	11.5%	1.2%	-11.2%	-3.0%
CCCCCCNC(=O)CCNC(=O)c1cc(OC)c(OC)c(OC)c1	17.4%	3.7%	4.7%	-4.4%
Cn1nnnc1SCC(=O)c1cccs1	-10.6%	-0.3%	-19.9%	-6.1%
CN1CCCN(CC(O)COCc2cccs2)CC1 (configuration not stated)	5.7%	0.6%	-4.1%	-4.3%
CCN1CCN(C(=O)CCc2ccc(S(=O)(=O)NCCc3ccccc3)cc2)CC1	4.1%	x	x	-4.0%
CCn1cc(C(=O)N(C)c2cc(C)ccc2C)c2cc(OC)c(OC)cc2c1=O	-21.9%	6.8%	-8.2%[10.9 µM]	1.2%
CSCCC(NS(=O)(=O)c1ccc2c(c1)oc(=O)n2C)C(=O)N1CCN(c2ccc(F)cc2)CC1 (configuration not stated)	15.4%	2.7%	-21.4%[10.9 µM]	-17.6%
CCOC(=O)N1CCC(NC(=O)c2cnn(-c3ccccc3)c2C2CCN(C(=O)OC(C)(C)C)CC2)CC1	-10.6%	-2.3%	25.3%[10.9 µM]	3.4%
CCCOc1ccc(NC(=O)C(=O)NCCCN2CCOCC2)cc1	9.9%	1.8%	-5.9%[10.9 µM]	4.0%
Continued.
SMILES	p53ts 39C kill	IkB sig inh	Imprint erasure	p53ts 32C tox
CCc1cccc(N2C(=O)CSC23C(=O)Nc2ccccc23)c1 (configuration not stated)	4.4%	0.4%	1.7%[10.9 µM]	11.9%
Cc1ccc(-c2ccc(CCC(=O)O)n2NC(=O)c2cccs2)cc1	-15.2%	7.6%	-10.2%	1.5%
O=C(CN1C(=O)c2ccccc2S1(=O)=O)N1CCN(c2ccc(F)cc2)CC1	-11.0%	7.8%	-1.4%	1.6%
CCCCCCCCCCCC1=C(O)C(=O)C=C(O)C1=O	12.6µM*	0.0%	-3.7%&-0.9%&-7.5%	12.6µM*
CCOC(=O)COc1ccc2nsnc2c1	-7.6%	-0.9%	-4.1%	-7.4%
COc1cc(-c2nnc(SCC(=O)c3cc(C)n(CC4CCCO4)c3C)o2)cc(OC)c1OC (configuration not stated)	-15.4%	u	-17.0%	-6.3%
Cc1nn(C(=O)C2CC2)c(C)c1Sc1ccc(Cl)cc1	4.3%	x	x	12.5%
C=C(C)CSc1nc2sc3c(c2c(=O)n1-c1ccccc1)CC(C(C)C)OC3 (configuration not stated)	15.5%	7.9%	-8.5%[10.9 µM]	-0.9%
COC(=O)c1c(NC(=O)c2cc3nc(-c4ccc(OC)cc4)cc(C(F)(F)F)n3n2)sc2c1CCCC2	-11.8%	2.1%	-10.7%[10.9 µM]	4.9%
COc1ccc(NC(=O)CSc2nnc3c(C)cc4ccccc4n23)cc1	36.0%[activator]	-0.5%	-7.2%[10.9 µM]	13.8%
Cc1cc(C)c(NC(=O)CSc2nc(=O)[nH]c3c2CCCC3)c(C)c1	-23.3%	2.2%	u	2.9%
Cc1cccn2c(=O)c3cc(C(=O)NC4CCCC4)c(=N)n(C4CCCC4)c3nc12	5.1%	1.1%	x	-6.1%
N#C/C(=C(/O)CN1CCOCC1)c1nc(-c2ccccc2)cs1	-13.2%	9.8%	-15.3%	-4.9%
COc1nc(NCCc2ccc(OC)c(OC)c2)nc(OC)n1	5.1%	-2.4%	-1.1%	2.1%
COc1ccc(NC(=O)C2CC(=O)OC23CCCCC3)cc1 (configuration not stated)	1.8%	x	x	10.4%
CCc1ccc(N2C(=O)CSC23C(=O)N(Cc2cccc(F)c2)c2ccccc23)cc1 (configuration not stated)	6.1%	1.7%	u	-3.4%
CC(NC(=O)CN1C(=O)COc2ccc(Cl)cc21)c1ccccc1 (configuration not stated)	3.0%	1.4%	-3.7%[10.9 µM]	-2.1%
COc1cc(OC)c(NC(=O)NCc2ccc3c(c2)CCN3C(=O)c2ccccc2)cc1Cl	32.3%[activator]	u	-2.4%[10.9 µM]	-5.5%
N#CCSc1nc2ccccc2c(=O)n1CCC(=O)NC1CCCCC1	9.7%	-0.7%	-14.9%	10.8%
Cc1c(Br)cc(C(=O)N2CCN(CCO)CC2)c(C)c1C	4.0%	-1.0%	-18.9%	5.7%
COc1ccccc1CNC(=O)c1cc2c(=O)n(C)c3ccccc3c2n1C	5.9%	4.1%	-2.9%	0.5%
COc1ccc(N2CC(NC(=O)/C=C\c3ccccc3)CC2=O)cc1 (configuration not stated)	-12.5%	u	3.5%[10.9 µM]	-7.6%
CC(C)(C)SCCNC(=O)COc1ccccc1	0.6%	8.4%	-9.6%	3.6%
CCOc1ccc(NC(=O)Nc2cc(C)ccc2OC)cc1	u	0.7%	-63.3%[inhibitor]	u
O=C(COc1ccc(Cl)cc1)NCc1nnc(SCC(=O)NCCc2ccccc2)o1	5.2%	-0.5%	-10.3%	11.5%

As entered above.
Reading for CCN1CCN(C(=O)CCc2ccc(S(=O)(=O)NCCc3ccccc3)cc2)CC1 under p53ts 39C kill: 4.1%
Reading for CN1CCCN(CC(O)COCc2cccs2)CC1 (configuration not stated) under p53ts 39C kill: 5.7%
Reading for CCOC(=O)c1[nH]c(C)c(CCC(=O)NCc2ccc(OCC)cc2)c1C under p53ts 32C tox: -3.9%
Reading for O=C(COc1ccc(Cl)cc1)NCc1nnc(SCC(=O)NCCc2ccccc2)o1 under p53ts 39C kill: 5.2%
Reading for CC(NC(=O)CN1C(=O)COc2ccc(Cl)cc21)c1ccccc1 (configuration not stated) under p53ts 39C kill: 3.0%
Reading for CCC(C)(C(=O)NC1CCCC1)N(C(=O)c1ccccn1)c1ccccc1 (configuration not stated) under IkB sig inh: -0.1%

Further records.
SMILES	p53ts 39C kill	IkB sig inh	Imprint erasure	p53ts 32C tox
C=C(C)C(C)(C#CCN1CCCC1)OC(C)=O (configuration not stated)	11.3%	-3.1%	-17.3%	-5.1%
COc1cc(NC(=O)Cn2c(=O)n(Cc3ccccc3)c(=O)c3oc4ccccc4c32)cc(OC)c1	-2.0%	u	-14.9%[10.9 µM]	14.4%
CCCn1c(C)nc2c(c1=O)c1nc3ccccc3nc1n2-c1ccc2c(c1)OCCO2	4.7%	0.0%	20.9%	5.3%
Cc1nc(NCc2ccco2)nc2c1C(=O)CC(C)C2 (configuration not stated)	4.6%	-9.7%	-20.5%	1.8%
COc1ccc(Cn2c(CCC(=O)Nc3ccc(C)cc3C)nc3cccnc32)cc1	7.8%	u	-9.8%[10.9 µM]	3.9%
CCn1c(=N)c(C(=O)NCc2ccccc2)cc2c(=O)n3cc(C)ccc3nc21	-22.9%	-0.2%	-9.7%[10.9 µM]	-7.0%

Molecules from the list above that contain a COOH group, in the order listed:
SMILES	p53ts 39C kill	IkB sig inh	Imprint erasure	p53ts 32C tox
COC(=O)CCCC(=O)O	-9.3%[9.22 µM]	2.2%[11.4 µM]	u	-34.2%[9.22 µM]
Cc1ccc(-c2ccc(CCC(=O)O)n2NC(=O)c2cccs2)cc1	-15.2%	7.6%	-10.2%	1.5%
